# IDE act: boosts human insulin-degrading enzyme activity in HEK cells; FAbeta-B cleavage, fluorescence polarization; 0% vehicle, 100% cell-free pure enzyme wells; activation, % at 5.96 µM; 0.073% of 340,000 active; AID 493087;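 active = activation above the mean of all tested compounds plus 3 SD, set per screening campaign, cut at about 17% in these data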
# IDE cell inh: inhibits human insulin-degrading enzyme in HEK cells. P14735. FAbetaB cleavage, fluorescence polarization. inhibition, % at 5.59 µM. 0.41% of 320,000 active;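 active = percent inhibition above the average of all tested compounds plus 3 SD, set per screening campaign, cut at about 16% in these data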;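 also: IDE supplied by intact live HEK cells; FP after avidin binding of uncleaved biotin substrate so inhibition keeps polarization high; 0% = DMSO wells and 100% = 60 µM reference IDE inhibitor Ii1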
# M18AAP inhibitor: PfM18AAP enzyme inhibition. recombinant PfM18AAP, H-Glu-NHMec fluorogenic cleavage. inhibition, % at 7.35 µM. 1.2% of 290,000 active;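 active = inhibition above the campaign mean inhibition over all tested compounds plus 3 SD, cut at about 28% in these data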;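 also: 0% = plate median of test compound wells and 100% = 2 mM ZnCl2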
# UBC9 SUMO inh: blocks human SUMOylation mediated by UBC9; HTRF SUMOylation assay, SAE1/SAE2 + UBC9, in vitro; P63279; 0.36% of 290,000 active; inhibition, % at 35 µM; in the data active = inhibition above about 50%, passing the limit was not always enough; also: strong numbers were not always called active
# Target sequence (P63279 whole entry, looked up): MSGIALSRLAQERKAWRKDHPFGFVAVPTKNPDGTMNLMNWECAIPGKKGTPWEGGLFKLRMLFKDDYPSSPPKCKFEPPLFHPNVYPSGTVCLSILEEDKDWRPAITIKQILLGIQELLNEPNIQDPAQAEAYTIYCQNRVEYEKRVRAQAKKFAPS
# MEKK3 PB1 HTS: modulators (inhibitors or enhancers) of MEK5 binding to human MEKK3 PB1 domain. 1.4% of 290,000 active. binding response (% of control), % at 10 µM. bead-based flow cytometry, Alexa488-MEK5 binding to MEKK3; actives lie on both sides; 0 = blocked by unlabeled MEK5, 100 = vehicle. Q99759;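 active = binding response more than 3 SD above or below the average of its plate-row segment, actives on both sides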;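 also: Alexa488 bead fluorescence after subtracting the streptavidin-only scavenger bead signal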
# Target sequence (Q99759 whole entry, looked up, the tested form may be a part): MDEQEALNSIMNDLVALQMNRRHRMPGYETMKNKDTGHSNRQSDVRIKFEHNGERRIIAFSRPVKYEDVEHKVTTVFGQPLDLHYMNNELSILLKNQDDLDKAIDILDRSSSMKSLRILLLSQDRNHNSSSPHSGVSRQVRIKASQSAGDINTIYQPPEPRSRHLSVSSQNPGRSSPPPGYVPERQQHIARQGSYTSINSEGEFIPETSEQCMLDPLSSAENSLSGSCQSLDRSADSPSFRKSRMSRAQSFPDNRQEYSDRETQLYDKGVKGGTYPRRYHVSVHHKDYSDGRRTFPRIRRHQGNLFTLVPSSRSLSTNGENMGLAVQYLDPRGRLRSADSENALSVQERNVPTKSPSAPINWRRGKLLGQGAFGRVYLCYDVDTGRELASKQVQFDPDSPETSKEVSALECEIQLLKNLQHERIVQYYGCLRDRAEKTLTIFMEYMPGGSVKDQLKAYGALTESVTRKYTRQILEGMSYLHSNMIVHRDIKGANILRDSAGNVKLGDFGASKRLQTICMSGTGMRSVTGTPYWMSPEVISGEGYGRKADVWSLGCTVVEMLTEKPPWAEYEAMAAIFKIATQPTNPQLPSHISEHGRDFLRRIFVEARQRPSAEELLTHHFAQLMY
# pCIP destab: lowers stability of the mouse p/CIP coactivator protein | decrease of EGFP signal, % at 10 µM | F442A p/CIP-EGFP cells, EGFP fluorescence, 16 h | Q05BA5 | 0.01% of 290,000 active | AID 1984;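 active = EGFP signal decrease of at least 30% at 10 µM or well 3 SD below plate mean, unless failing retest; inactive = the rest, including hits failing retest or dose response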; also: some compounds called inactive have numbers as strong as hits; many of its hits are not listed in these tables
# MEKK2 mut-MEK5: signal of MEK5 binding to mutant human MEKK2 PB1 domain | bead flow cytometry, Alexa488-MEK5 binding to MEKK2 mutant | percent response, % at 10 µM | 0.35% of 290,000 active | AID 1530; in the data active = percent response above about 24%, passing the limit was not always enough; also: inactives centre near 1; some results filed as inactive read as strong as hits; reference of the scale not given here
# MEKK2 WT-MEK5: raises or lowers MEK5 binding to wildtype human MEKK2 PB1 domain; Q9Y2U5; bead flow cytometry, Alexa488-MEK5 binding to MEKK2 WT; actives lie on both sides; binding response (% of control), % at 10 µM; 1.1% of 290,000 active; AID 1531; in the data active = binding response below about 67% or above about 130%
# NALP1 inh: blocks the NALP1 inflammasome reconstituted in yeast; S. cerevisiae NALP1/ASC/caspase-1 growth, X-gal OD620, 72 h; inhibition, % at 10 µM; 0.61% of 280,000 active; AID 2071; in the data active = inhibition mostly above about 24%, no sharp cut-off; inactive = mostly below about 32%; also: some compounds called inactive have numbers as strong as hits
# An asterisk follows results filed as active; . = not tested or not shown; [ ] = remark or other dose. The list is partial; count on the stated rates, not on these rows.
SMILES,IDE act,IDE cell inh,M18AAP inhibitor,UBC9 SUMO inh,MEKK3 PB1 HTS,pCIP destab,MEKK2 mut-MEK5,MEKK2 WT-MEK5,NALP1 inh
Cc1ccc2cccc(NC(=O)c3ccc(Br)o3)c2n1,5,-2,-8,-8,99,7,-3,98,13
CC(=O)N1CCc2c(sc3c2c(=O)n(Cc2ccccc2)c(=O)n3CC(=O)NCC2CCCO2)C1 (stereo not given),2,3,10,3,100,6,4,101,3
CC(C(=O)Nc1cccnc1)C1Sc2ccccc2NC1=O (stereo not given),-4,0,-14,24,93,-1,-8,91,-11
CCCCN(CC)CCCNC(=O)c1cc2cc3ccc(OC)cc3nc2o1,-4,0,-4,21,.,2,.,.,-5
COc1ccccc1C(=O)NNC(=O)c1ccc2ccccc2c1,5,2,4,6,103,1,5,106,-1
CCOC(=O)COc1c(OC)cc(Cl)cc1C1Nc2ccccc2C(=O)N1c1ccccc1 (stereo not given),1,-1,-1,14,94,-7,-3,90,-4
O=C(NCCCN1CCOCC1)C(=O)NCC1OCCN1S(=O)(=O)c1ccc(F)cc1 (stereo not given),1,8,1,3,108,-12,11,112,6
Cn1c(CN2CCCC2)nc2cc(NS(=O)(=O)c3ccccc3)ccc21,2,2,5,17,101,-20,2,108,16
O=C(O)[C@@H]1CC(O)CN1C(=O)CCc1c[nH]c2ccccc12 (stereo not given in full),2,.,-3,4,102,2,-3,105,6
O=C(NC(=S)N1CCCCC1c1cccnc1)c1ccccc1 (stereo not given),4,0,5,-2,100,-7,2,101,-18
Nn1c(SCc2nc3ccccc3[nH]2)nnc1-c1cccnc1,4,3,4,22,105,-10,5,100,9
O=C(O)c1ccc2c(c1)C(=O)N(N1C(=O)c3ccccc3C1=O)C2=O,-2,6,-1,12,100,6,2,111,14
CCCCN(C(=O)CCC(=O)Nc1cc(C)on1)C(C(=O)NC(C)(C)CC)c1cccc(OC)c1OC (stereo not given),4,5,-10,24,95,-2,-18,95,.
CC1CCN(C(=O)c2ccc(CNc3c(N4CCCC4)c(=O)c3=O)cc2)CC1,5,10,7,8,114,-2,20,107,.
CC(C)=CCC/C(C)=C/CC/C(C)=N/O,7,-3,-10,12,100,1,-3,95,18
CCc1ccccc1N(CC)C(=O)c1cn(C)c(=O)c2cc(OC)c(OC)cc12,2,5,4,-4,105,-1,0,105,33
CCn1c(CSc2nc3ccccc3s2)nnc1SCC(=O)c1ccc(Cl)cc1,-10,8,4,-4,104,-4,7,100,0
CC(C)N1CCC(N2CCN(C/C=C/c3ccccc3)CC2CCO)CC1 (stereo not given),4,1,-1,17,104,-1,-1,107,10
Cc1nc2c(C#N)cnn2c2c1CCN2CC1CCCO1 (stereo not given),-1,3,2,17,103,-5,3,101,-12
COC(=O)C1CCN(Cc2c(C(=O)N3C[C@@H](C)O[C@@H](C)C3)nc3ccc(Cl)cn23)CC1,6,-5,5,6,98,0,4,99,-27
CCc1cccc(CC)c1-n1c(-c2cccnc2)n[nH]c1=S,0,5,4,9,84,2,-13,80,-45
CCC(=O)NCCc1nc2cc(NC(=O)Nc3ccccc3)ccc2n1C,0,-3,-2,-9,104,1,5,105,-14
Cc1[nH]c2ccccc2c1/C=N/NC(=S)NC(C)C,5,-1,24,2,98,-4,144*,18*,-20
Cc1ccc2oc(Nc3nc(C)c(C)c(C)n3)nc2c1,2,1,-5,19,97,-12,6,100,11
Cc1cc2n(n1)C(c1ccsc1)Nc1ccccc1-2 (stereo not given),-7,-1,1,2,102,5,-3,99,0

# 5 compounds from above, arranged by the value under MEKK2 mut-MEK5, lowest first.
SMILES,IDE act,IDE cell inh,M18AAP inhibitor,UBC9 SUMO inh,MEKK3 PB1 HTS,pCIP destab,MEKK2 mut-MEK5,MEKK2 WT-MEK5,NALP1 inh
O=C(O)[C@@H]1CC(O)CN1C(=O)CCc1c[nH]c2ccccc12 (stereo not given in full),2,.,-3,4,102,2,-3,105,6
CC(C)N1CCC(N2CCN(C/C=C/c3ccccc3)CC2CCO)CC1 (stereo not given),4,1,-1,17,104,-1,-1,107,10
O=C(NC(=S)N1CCCCC1c1cccnc1)c1ccccc1 (stereo not given),4,0,5,-2,100,-7,2,101,-18
Cc1nc2c(C#N)cnn2c2c1CCN2CC1CCCO1 (stereo not given),-1,3,2,17,103,-5,3,101,-12
Nn1c(SCc2nc3ccccc3[nH]2)nnc1-c1cccnc1,4,3,4,22,105,-10,5,100,9

# Fetched by structure from the list above, two records:
SMILES,IDE act,IDE cell inh,M18AAP inhibitor,UBC9 SUMO inh,MEKK3 PB1 HTS,pCIP destab,MEKK2 mut-MEK5,MEKK2 WT-MEK5,NALP1 inh
CC(C)=CCC/C(C)=C/CC/C(C)=N/O,7,-3,-10,12,100,1,-3,95,18
Cc1cc2n(n1)C(c1ccsc1)Nc1ccccc1-2 (stereo not given),-7,-1,1,2,102,5,-3,99,0

# Returning to the listing, starting 2 compounds before the break.
SMILES,IDE act,IDE cell inh,M18AAP inhibitor,UBC9 SUMO inh,MEKK3 PB1 HTS,pCIP destab,MEKK2 mut-MEK5,MEKK2 WT-MEK5,NALP1 inh
Cc1ccc2oc(Nc3nc(C)c(C)c(C)n3)nc2c1,2,1,-5,19,97,-12,6,100,11
Cc1cc2n(n1)C(c1ccsc1)Nc1ccccc1-2 (stereo not given),-7,-1,1,2,102,5,-3,99,0
Cc1cccc(-c2c3c(=O)n(C)c(=O)n(C)c3cn2-c2ccccc2O)c1,8,0,24,1,95,-17,-3,95,21
O=C(CSc1ccccn1)N1CCN(c2ncc(C(F)(F)F)cc2Cl)CC1,-4,-2,7,-5,89,2,-21,92,2
COc1cc(OC)cc(C(=O)NC(=S)Nc2cccnc2)c1,0,-1,7,13,108,7,8,108,10
Cc1noc(C)c1CSc1nnc2cc(C)c3ccccc3n12,.,6,.,14,97,8,-4,94,14
CC(C)(C)c1ccc(C(=O)NCc2nnc(SCC(=O)NC3CCCC3)o2)cc1,0,-1,2,14,101,-10,1,101,17
O=[N+]([O-])c1cccc(/C([O-])=C(/C(=S)Nc2ccccc2)[n+]2ccccc2)c1,3,4,19,-3,99,1,-2,100,15
Cc1cc(C)nc(N2CCC(C(=O)NCc3ccccc3)CC2)n1,-1,2,-1,27,100,4,3,97,-4
CCN(CC)c1ccc(C=N/C(C#N)=C(\N)C#N)cc1,-4,12,6,-13,1.0*[inhibitor],-8,-10,.,-6
O=C(Nc1ccc([N+](=O)[O-])cn1)C1CC1,-5,3,3,3,99,2,1,99,27
CC(=O)c1cccc(NC(=O)c2ccc(-c3ccccc3[N+](=O)[O-])o2)c1,4,3,-8,11,100,19,-1,100,23
CC(C)(C)NC(=O)C1CCN(S(=O)(=O)c2cccc(C(F)(F)F)c2)CC1,10,11,-4,5,107,-10,1,99,8
COc1ccc(C(=O)NCC2CCCO2)cc1 (stereo not given),4,7,-10,-18,97,-4,-3,98,22
Cc1cc(C)n(CC(C)O)c(=O)c1C#N (stereo not given),3,-2,1,15,102,-5,6,98,32
CC1(C)CC(=O)c2c(O)cc(OCc3ccc(Br)cc3)cc2O1,-5,1,4,14,101,-14,2,104,12
Cc1ccc(NS(=O)(=O)c2coc(C(N)=O)c2)cc1F,9,1,-1,-2,102,1,4,103,22
O=C(NNC(=O)c1cnccn1)c1ccc(Cl)cc1,5,-1,1,4,59,0,-39,64,.
Cc1ccccc1C(=O)/C=C1/c2ccccc2CC(C)(C)N1C,2,8,4,11,97,-15,2,100,-9
Cc1nc2ccccc2c(=O)n1NC(=O)Cc1ccc(Br)cc1,-2,-5,3,3,95,-4,5,100,5
Cn1c(SCC(=O)c2ccc3c(c2)NC(=O)CO3)nc2ccccc21,0,1,4,-17,120,14,0,112,9
COc1ccccc1NC(=O)c1ccc(NC(=O)CSc2nncn2C)cc1,3,3,1,2,95,-4,0,93,21
O=C(CCS(=O)(=O)c1ccccc1)Nc1nncs1,0,0,4,4,100,-18,6,101,6
O=C(c1ccccc1-c1nc(-c2ccccc2)no1)N1CCOCC1,2,-2,4,-3,110,2,6,108,8
Cc1ccc(C)c(S(=O)(=O)N2CCCOC2CNC(=O)C(=O)NCCCN2CCOCC2)c1 (stereo not given),4,-2,-13,1,89,-7,-4,91,13
CCSc1nsc(NC(=O)Nc2ccccc2OC)n1,3,-1,7,1,95,-10,0,95,19
CS(=O)(=O)N(CC(=O)N/N=C/c1ccccn1)c1ccc(Oc2ccccc2)cc1,-4,7,3,-7,98,12,-4,99,-9

# Following part.
SMILES,IDE act,IDE cell inh,M18AAP inhibitor,UBC9 SUMO inh,MEKK3 PB1 HTS,pCIP destab,MEKK2 mut-MEK5,MEKK2 WT-MEK5,NALP1 inh
CCCCNC(=O)CCCCn1c(=S)[nH]c2c([nH]c3ccc(OC)cc32)c1=O,-2,6,-4,39,101,11,1,97,-25
CC1(C)C2CCC1(CS(=O)(=O)NCCc1c[nH]c3ccccc13)C(=O)C2 (stereo not given),2,-1,4,-17,101,-6,-2,104,13
CC(Oc1cc(-c2ccccc2)cc2ccccc12)C(=O)N1CCOCC1 (stereo not given),0,1,-4,4,82,1,-34,88,32
COC(=O)CN1C(=O)[C@H]2[C@@H](c3ccc(C)o3)N3C(=O)CN(CC4CC4)C(=O)[C@@]3(Cc3ccccc3)[C@H]2C1=O,3,3,2,9,107,-9,14,109,-10
CCC(C)n1c(SCC(=O)NC(=O)Nc2ccc3c(c2)OCCO3)nc2ccccc2c1=O (stereo not given),1,0,2,-22,98,6,1,96,30
CCOc1ccc2c(C)c(C(=O)O)oc2c1OCC,6,-4,8,20,101,-2,1,104,27
COCCNC(=O)CNS(=O)(=O)c1ccc2nc(C)sc2c1,-1,-2,5,-9,96,8,1,95,-1
O=C(COC(=O)c1ccc(S(=O)(=O)N2CCOCC2)cc1)NCc1cccs1,1,3,-6,3,100,1,0,101,1
COCCCNC(=O)c1ccc(CNS(=O)(=O)c2ccc(NC(C)=O)cc2)cc1,-2,1,2,-2,99,4,-3,95,-14
NNc1nc(-c2ccccc2)cc(-c2ccccc2O)n1,3,2,4,15,103,2,4,103,0
O=C(Cn1ccc2cc(S(=O)(=O)N3CCCCC3)ccc21)NCc1ccccc1F,3,-1,-1,-7,97,-5,-2,94,16
COc1ccc2cc(C(=O)C3CCCN(C(=O)C4=NN(C)C(=O)CC4)C3)ccc2c1 (stereo not given),-3,-1,2,17,102,3,2,104,12
Cc1cc(C)c(C)c(OCCCCN2CCCCC2)c1,9,0,7,-10,95,2,-1,105,20

# Screening results deposited in PubChem BioAssay by several laboratories.
